# TIM10 inh = growth inhibitors of isogenic TIM10 control yeast, primary screen, counter-screen for tim10-1 yeast inhibitor project, luminescence, uHTS; S. cerevisiae TIM10 strain growth, BacTiter-Glo luminescence, 24 h; inhibition, % at 10 µM; 330,000 compounds, 1.4% hits;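 active = inhibition of 40% or more at the single tested concentration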;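 also: wild-type TIM10 isogenic control strain grown at permissive 25 °C; 0% = DMSO yeast wells and 100% = minimal medium wells without yeast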
# GRIN3A LBD mod = binders of NR3A ligand-binding domain, primary screen, biophysical, differential scanning fluorimetry, uHTS; AID 1259313, 2017; Tm shift relative to glycine control, % at 25 µM; NR3A LBD differential scanning fluorimetry, Tm shift; 0% = protein alone, 100% = glycine-bound protein; 340,000 compounds, 2.5% hits; Glutamate receptor ionotropic, NMDA 3A (GRIN3A) ligand-binding domain;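 active = melting temperature shift of at least 10% of the positive control shift, at one fixed dose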
# tim10-1 inh = growth inhibitors of tim10-1 mutant yeast, primary screen, luminescence, uHTS; S. cerevisiae tim10-1 ts strain growth, BacTiter-Glo, 24 h; AID 463190, 2010; 330,000 compounds, 2.2% hits; inhibition, % at 20 µM;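 active = inhibition of at least 40%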;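 also: mutant grown at 25 °C; 0% = DMSO wells with yeast and 100% = wells holding no yeast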
# NALP3 yeast inh = NALP3 inflammasome inhibitors in reconstituted yeast, primary screen, luminescence, uHTS; inhibition, % at 10 µM; 330,000 compounds, 0.39% hits; Yeast reconstituted NLRP3/ASC/caspase-1, beta-gal luminescence, 24 h;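 active = inhibition of 50% or more; inactive = inhibition below 50%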;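 also: plate controls were induced DMSO wells for no effect and uninduced yeast grown without galactose for full effect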
# UPR XBP1 act = activators of adaptive XBP1 UPR arm, primary screen, cell-based, CHO-XBP1 luciferase reporter, luminescence, uHTS | 330,000 compounds, 0.33% hits | AID 463104, 2010 | IRE1-XBP1 UPR activation; percent of tunicamycin response, DMSO as zero | activation, % at 20 µM;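 active = versus positive control, 20 µM dose yields 30% or more activation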;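 also: 100% = tunicamycin at 10 µg/mL and 0% = DMSO only wells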
#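 Material: IRE1-XBP1 luciferase reporter CHO line / Quantity: one thousand reporter cells per well / Buffer or medium: F12 with 10% serum / Compound: 20 µM single concentration, DMSO 1% / Times: 6 h treatment, 37 °C / Detection: Steady-Glo luciferase glow luminescence, 10 min after reagent addition / Benchmarks: tunicamycin high, DMSO low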
# APJ ag = agonists of human apelin receptor APJ, primary screen, CHO-K1 cells, PathHunter beta-arrestin, luminescence. P35414. 0% DMSO wells, 100% apelin. activation, % at 20 µM. 330,000 compounds, 0.11% hits. AID 2520, 2010;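 active = activation more than six SD over the plate average, tested at 20 µM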;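 also: 0% = DMSO alone and 100% = apelin-13 at 10 nM; some results filed as inactive read as strong as hits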
# Target sequence (P35414 whole entry, looked up): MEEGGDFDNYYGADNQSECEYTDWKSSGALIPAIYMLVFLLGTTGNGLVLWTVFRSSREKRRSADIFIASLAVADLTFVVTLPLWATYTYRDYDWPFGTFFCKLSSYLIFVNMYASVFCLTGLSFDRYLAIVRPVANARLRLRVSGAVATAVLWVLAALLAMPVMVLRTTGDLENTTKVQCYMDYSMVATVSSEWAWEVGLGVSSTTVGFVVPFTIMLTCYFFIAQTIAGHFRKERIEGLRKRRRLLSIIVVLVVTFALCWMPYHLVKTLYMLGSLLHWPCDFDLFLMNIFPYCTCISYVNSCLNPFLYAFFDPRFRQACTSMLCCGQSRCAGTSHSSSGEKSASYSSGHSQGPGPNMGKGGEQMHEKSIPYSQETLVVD
#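 Assay system: CHO-K1 cells stably expressing ProLink-tagged human APJ and arrestin–beta-gal acceptor. Compound dosing: 20 µM single point, 1% DMSO. Times: 16-18 h seeding, 90 min dark compound exposure, 60 min detection. Detection: beta-gal luminescence. Evaluation: APJ–arrestin association signal. Controls: negative DMSO alone, positive Apelin-13 at 10 nM.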
# tim23-1 inh = growth inhibitors of tim23-1 mutant yeast, primary screen, luminescence, uHTS | S. cerevisiae tim23-1 growth, BacTiter-Glo luminescence, 24 h | 330,000 compounds, 1.3% hits | inhibition, % at 20 µM;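 active = growth inhibition of the mutant yeast at or above 50%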;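 also: temperature-sensitive mutant grown at 25 °C; plate controls were DMSO-treated mutant yeast for no effect and medium wells lacking yeast for full effect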
# Mdm2 MdmX PPI = inhibitors of human Mdm2-MdmX association, primary screen, cell-based, luminescence, split luciferase, SaOS-2, uHTS. Protein Mdm4 (Homo sapiens) + E3 ubiquitin-protein ligase Mdm2 (Homo sapiens), …. SaOS-2 split-luciferase Mdm2/MdmX complementation. inhibition, % at 8 µM. 330,000 compounds, 3% hits;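 active = inhibition of at least 50% at 8 µM in the primary screen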
# UPR CHOP act = activators of apoptotic CHOP UPR arm, primary screen, cell-based, CHO-CHOP luciferase reporter, luminescence, uHTS. UPR activation; percent of tunicamycin response over DMSO baseline. activation, % at 10 µM. 330,000 compounds, 0.34% hits;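 active = at 10 µM dose, activation of 40% or more, normalized to positive control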;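 also: 100% = tunicamycin at 10 µg/mL and 0% = DMSO alone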
#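 Dosing – one dose, 10 µM in 0.5% DMSO · System – CHO-CHOP cells, stable luciferase reporter of PERK-eIF2a-CHOP signalling · Input – 500 cells/well · Control set – tunicamycin 10 µg/mL final as positive, DMSO-only wells as negative · Timing – 6 h compound treatment, 37 °C · Measure – % activation vs tunicamycin · Technique – luminescence read with Steady-Glo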
# Numbers without * were called inactive. Not a hit list; 8.2% or so of the library scored in one or more.
SMILES,TIM10 inh,GRIN3A LBD mod,tim10-1 inh,NALP3 yeast inh,UPR XBP1 act,APJ ag,tim23-1 inh,Mdm2 MdmX PPI,UPR CHOP act
O=C(c1ccc(C(F)(F)F)cc1)N1CCC(=O)N(C(COCc2ccc(C(F)(F)F)cc2)Cc2ccccc2)CC1 (stereo not given),11,-18,27,-7,-2,3,31,15,1.0
NC(=O)c1ccc(N=C2C(=O)Nc3ccc([N+](=O)[O-])cc32)cc1,-3,0,6,17,4,-4,-3,18,0.8
O=C(NNC(=O)c1c(F)cccc1F)c1ccccc1OC(F)(F)F,-5,1,-25,-15,0,-5,2,12,11
CCOC(=O)C1=C(N)n2c(s/c(=C\c3ccncc3)c2=O)=C(C(=O)OCC)C1c1ccncc1 (stereo not given),18,-2,13,16,25,-3,16,15,3.2
O=c1[nH]c2ccc(S(=O)(=O)Nc3ccc(Cl)cc3)cc2o1,13,-2,6,6,-5,-1,14,-5,4.8
Cc1ccsc1CN(C)CC(=O)NCC(=O)Nc1ccc(F)cc1,4,2,-4,17,-3,-2,-4,0,1.9
CC(=O)Nc1c(-c2ccc(F)cc2)nc2ccccn12,-9,-1,0,27,-2,-3,-7,10,-0.4
CC1(C)C(=O)Nc2ccccc2N1C(=O)COC(=O)c1cccs1,-12,2,-4,17,0,-1,4,21,0.6
CCOC(=O)c1cnc(-n2nc(C)cc2C)nc1N1CCOCC1,4,2,11,15,0,-3,-2,-4,-1.7
NC1=C(O)C(=O)C(c2ccccc2)O1 (stereo not given),3,1,8,19,0,-3,3,19,0.5
Cc1cc(C)c(S(=O)(=O)Nc2nnc(CC(C)C)s2)c(C)c1,3,2,22,6,-2,0,26,19,0.6
Cc1ccc(CNCC(=O)Nc2ccc(N3CCOCC3)cc2)cc1,-22,0,1,10,-3,-7,1,-3,-0.5

# 4 compounds drawn at random from the list so far, as already listed:
SMILES,TIM10 inh,GRIN3A LBD mod,tim10-1 inh,NALP3 yeast inh,UPR XBP1 act,APJ ag,tim23-1 inh,Mdm2 MdmX PPI,UPR CHOP act
CCOC(=O)c1cnc(-n2nc(C)cc2C)nc1N1CCOCC1,4,2,11,15,0,-3,-2,-4,-1.7
NC1=C(O)C(=O)C(c2ccccc2)O1 (stereo not given),3,1,8,19,0,-3,3,19,0.5
O=C(NNC(=O)c1c(F)cccc1F)c1ccccc1OC(F)(F)F,-5,1,-25,-15,0,-5,2,12,11
Cc1cc(C)c(S(=O)(=O)Nc2nnc(CC(C)C)s2)c(C)c1,3,2,22,6,-2,0,26,19,0.6

# More results
SMILES,TIM10 inh,GRIN3A LBD mod,tim10-1 inh,NALP3 yeast inh,UPR XBP1 act,APJ ag,tim23-1 inh,Mdm2 MdmX PPI,UPR CHOP act
Cc1ccc(C(=O)CSc2cc(C)[nH]c(=O)n2)cc1,5,4,-10,5,-1,-2,14,-59,0.0
CCCC1=NN(C(=O)Cc2ccc(OC)c(OC)c2)C(O)(C(F)(F)F)C1 (stereo not given),3,1,-2,-22,-1,4,2,11,0.2
CCOC(=O)c1c(NC(=O)CSc2nnc(C)s2)sc2c1CCC(C)C2 (stereo not given),5,-8,17,41,1,-2,17,8,-0.9
COc1ccc(C(=O)N/N=C/c2ccc(OC)c(OS(=O)(=O)c3ccccc3)c2)cc1,21,13*,-3,-9,-2,2,10,2,-2.3
O=C(Cc1cccs1)Nc1nc2c(s1)CCCC2,-8,0,27,42,5,-2,27,56*,5.5
CCCCc1cc(=O)oc2cc(C)cc(OCC(=O)Nc3ccccn3)c12,-4,0,-4,4,0,11,7,-14,1.6
CCN(CC)C(=O)c1c(-c2ccccc2)oc2ccc(O)cc12,19,3,15,1,-2,-3,29,-19,-0.7
O=C(CCCOc1ccc(Cl)cc1)N1CCOCC1,-6,1,8,1,5,0,13,-8,2.5
COc1ccc(C)cc1NC(=O)C(OC(=O)C1=NNC(=O)CC1)c1ccccc1 (stereo not given),6,-1,8,9,0,-1,18,-1,0.3
CCOc1ccc(/C(O)=C2/C(=O)C(=O)N(c3ccccn3)C2c2ccc(C)cc2)c(C)c1 (stereo not given),22,-1,13,7,-1,-4,18,13,1.1
Cc1ccccc1-c1nnn(CC(=O)NCc2ccc3c(c2)OCO3)n1,-3,-1,18,23,0,-5,-5,-26,-0.2
O=C(c1nnc(Cc2ccc(Cl)cc2)o1)N1CCc2ccccc2C1,-20,-1,21,5,-1,-3,29,-27,-0.3
C/C=C\C=C\C(=O)N1CC2(CC(c3cccc(NC(=O)/C(C)=C\C)c3)=NO2)C[C@H]1C(N)=O (stereo not given in full),14,-1,7,-8,-5,8,3,4,2.6
CCOC(=O)CNC(=O)c1cn(CC(C)C)c(=O)c2cc(OC)c(OC)cc12,-1,0,5,6,3,5,1,-22,0.4
O=C(CCN1C(=O)c2ccccc2C1=O)Nc1ccc(-c2nc3ccccc3s2)cc1,-2,0,6,15,-2,0,1,-110,0.6
Cc1ccc(C(=O)NC(C)c2ccc(S(N)(=O)=O)cc2)s1 (stereo not given),4,-1,2,13,0,-2,0,-8,0.7
Cc1ccc(CC(=O)Nc2nccs2)cc1,3,2,-5,17,-3,2,13,3,1.5
CCN1CCCC1CNC(=O)C(NC(=O)C1CCC(C)CC1)C(C)C (stereo not given),2,-1,6,-7,3,-3,11,-22,2.2
CCN1CC=C2C(C#N)=C(N)C(C#N)(C#N)C(CCc3ccccc3)C2C1 (stereo not given),11,-2,10,-1,0,2,0,15,3.6
Cc1ccc(CSCCNC(=O)c2ccccc2)cc1,-2,3,13,27,-1,-6,10,5,1.0
CCOC(=O)C1(Cc2ccccc2)CCN(Cc2cccn2-c2nccs2)CC1,-3,-2,10,8,2,-4,19,-25,-1.9
Cc1ccc(NC(=O)C2CCCN(C(=O)c3ccc(Cl)cc3)C2)cc1C (stereo not given),1,3,6,19,6,-4,4,-11,4.9
O=C(NC1CCN(Cc2ccccc2)CC1)c1c(Cl)cccc1Cl,8,0,7,15,-2,-1,6,-31,0.4
CCC1=Nc2cc(C(=O)NCCN3CCOCC3)ccc2Sc2ccccc21,6,-3,16,7,-9,-4,6,8,1.2
CC(OC(=O)c1ccc(S(=O)(=O)N(C)C)cc1)C(=O)Nc1ccc(Cl)cn1 (stereo not given),-3,1,13,3,-4,-2,1,2,0.4
COc1ccc(N2C(=O)C3CCCN3C2c2cccc(C)c2)cc1 (stereo not given),-11,1,-2,5,1,-3,5,2,-0.1
COc1ccc(CCN2CC(C(=O)NCc3nc(C)c(C)s3)CCC2=O)cc1 (stereo not given),6,0,12,6,1,-3,5,6,-0.7
O=C(NCc1ccccn1)NC1CCCCC1,0,-1,-10,1,-3,-3,5,15,-1.4
CCNc1c(NS(=O)(=O)c2ccc(C3CCCCC3)cc2)c(=O)oc2ccccc12,-13,-5,4,-8,1,-4,4,14,-0.9
COC(=O)c1ccc(CN2CCC(n3nccc3NC(=O)C3CCCC3)CC2)cc1,6,4,8,24,-3,-5,-7,14,-1.2
CC(=O)N(C)c1ccc(OCC(O)CN(Cc2ccco2)S(=O)(=O)c2ccc(C)cc2)cc1 (stereo not given),13,1,2,11,-1,-1,9,28,0.7
COc1ccc(OC)c(-n2c(CN3CCC(C(N)=O)CC3)nc3ccccc3c2=O)c1,2,0,12,6,-2,-3,5,10,1.7
CCOC(=O)C1=C(C)N=C2SC(C)C(=O)N2C1c1cccc(F)c1 (stereo not given),5,-3,14,-12,-2,0,18,0,-2.2
COc1ccc(C)cc1Nc1n[n+](-c2ccccc2)c(-c2ccc(SC)cc2)s1,5,27*,-10,22,2,-4,6,12,4.5
CC(C)(C)OC(=O)C[C@H]1C/C=C\C[C@H](CC(=O)NCCO)C(=O)NCCOC1=O,-4,-2,0,11,1,-2,-10,-12,0.5
COc1ccc(/C=C2/Sc3ccc(C(=O)NCCCN4CCOCC4)cc3NC2=O)cc1OC,-9,2,-4,7,12,3,-18,76*,0.0

# Arranged by value in NALP3 yeast inh (highest first): some entries from above.
canonical_smiles | NALP3 yeast inh
CC(=O)N(C)c1ccc(OCC(O)CN(Cc2ccco2)S(=O)(=O)c2ccc(C)cc2)cc1 (stereo not given) | 11
COc1ccc(OC)c(-n2c(CN3CCC(C(N)=O)CC3)nc3ccccc3c2=O)c1 | 6
CCOC(=O)C1=C(C)N=C2SC(C)C(=O)N2C1c1cccc(F)c1 (stereo not given) | -12

# Further compounds follow.
SMILES,TIM10 inh,GRIN3A LBD mod,tim10-1 inh,NALP3 yeast inh,UPR XBP1 act,APJ ag,tim23-1 inh,Mdm2 MdmX PPI,UPR CHOP act
COc1ccccc1CNC(=O)COC(=O)[C@H](Cc1c[nH]c2ccccc12)NC(=O)c1cccs1,8,-3,8,5,0,1,14,21,2.4
CCN(C(=O)COC(=O)c1[nH]c(=O)[nH]c(=O)c1N)c1ccccc1,-12,-1,2,-9,0,-2,11,6,-1.8
O=C(c1noc2c1CCCC2)N1CCN(Cc2ccccc2)CC1,8,-1,19,14,4,-3,-2,-19,0.2
COc1cccc(N(CC(=O)NC2CCCC2)C(=O)Cn2nnc(-c3ccc(C)o3)n2)c1,10,-4,-6,13,9,2,0,-28,0.6
Cc1cccc(C)c1NC(=O)COn1nnc2ccc(C(F)(F)F)cc21,-14,0,17,21,2,-3,10,-9,-1.2
O=C(c1ccccc1)N1CCN(C2CCCCC2)CC1,-19,-1,-9,25,4,-2,0,17,-1.6
COc1ccccc1Nc1nc(Cl)nc(Nc2ccccc2OC)n1,23,-9,8,11,-6,-3,7,13,1.0
Cc1onc(-c2c(Cl)cccc2Cl)c1C(=O)OCC(=O)c1ccccc1,-10,0,-17,21,-2,-1,0,8,-0.1
N#Cc1sc2nc3c(cc2c1N)CCCC3,29,-9,27,48,13,-2,37,-5,3.3
CCCCn1c(N)c(N(CCOC)C(=O)c2ccc(COc3ccccc3)o2)c(=O)[nH]c1=O,6,2,6,14,0,-4,14,21,0.3
O=C(O/N=C1/CCCc2occc21)c1ccc(Cl)cc1Cl,44*,-1,23,1,4,-3,14,9,3.8
COc1ccc(CN(Cc2ccc(OC)cc2)C(=O)c2cccs2)cc1,27,-4,29,1,2,-4,31,-2,0.0
CC1CN(C(=O)c2ccc(COCC(F)(F)F)o2)CC(C)O1 (stereo not given),7,1,-5,5,1,-2,10,-13,1.0
O=C(C[n+]1cccc(CNC(=O)c2ccc(OC(F)F)cc2)c1)Nc1ccc(SC(F)F)cc1,-12,-3,17,10,-1,-4,-12,9,-0.5
COC(=O)c1sc2ccccc2c1NC(=O)c1ccc(S(=O)(=O)N2CCCC(C)C2)cc1 (stereo not given),-5,-4,2,7,0,-2,-7,28,1.3

# Assay outcomes: PubChem BioAssay, Sanford-Burnham Center for Chemical Genomics
